West Nile antiviral = West Nile virus antiviral activity, cell-based, CPE readout (AID 1621); West Nile virus-infected cells, CPE inhibition; higher % means a stronger effect; CPE inhibition, % at 10 µM; hits with a dose series show IC50 in µM; actives 0.02% (n = 290,000); in the data active = a potency from the dose series; note: strong numbers were not always called active
Myeloid diff 2 = compounds promoting myeloid differentiation; actives 1% (n = 360,000); calls only at 10 µM; ER-HoxA9 myeloid progenitors, lysozyme-GFP differentiation, flow cytometry;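 active = normalized GFP-positive differentiation at or above the plate's own cutoff, the solvent-only control mean plus 3 SD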;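 note: cells exposed to compound for four days before flow analysis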
SV40 large T antigen = TAg ATPase/helicase activity blockers – biochemical (AID 1903). SV40 large T antigen ATPase/helicase inhibition assay; higher % means a stronger effect. inhibition, % at 20 µM; hits with a dose series show IC50 in µM. actives 0.39% (n = 310,000); in the data active = a potency from the dose series; note: strong numbers were not always called active
Rac1 GTP hydrolysis = MgcRacGAP GTPase-activating activity inhibitors, confirmation, biochemical, ADP Hunter fluorescence; MgcRacGAP-stimulated Rac1 GTP hydrolysis, ADP Hunter fluorescence; higher % means a stronger effect; GST-tagged Rac1 F28L mutant substrate; AID 624330; actives 0.6% (n = 340,000); inhibition, % at 30 µM, or IC50 in µM where a hit was titrated;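 active = first-screen hits whose inhibition reached a set limit at any dose in the follow-up dose series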;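 note: fluorescence reports GDP produced by GAP-driven GTP hydrolysis; strong numbers were not always called active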
T cell HTS = modulates CD8 T cell binding to vesicles; 2C CD8+ T cell-vesicle binding, flow cytometry; active compounds read low; calls only at 7 µM; actives 0.068% (n = 330,000);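 active = response, share of CD8 T cells binding vesicles, and their 90th percentile fluorescence all below set limits, cut at about 80% in these data, passing the limit was not always enough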
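Material: murine 2C transgenic CD8+ T lymphocytes / Also added: QL9-peptide-loaded Drosophila micro-vesicles bearing Ld, ICAM-1 and B7-1 / Schedule: binding step 1.5 h, 37 °C, antibody labelling 20 min, ice / Signal: flow cytometry, PE anti-B7-1 (FL2) versus Alexa647 anti-CD8 (FL8), PFA-fixed / Evaluation: percent CD8+ FL2 mean versus row control / Benchmarks: naked versus QL9-loaded vesicles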
PhoP inhibition = PhoP-dependent GFP reporter repression – Salmonella Typhimurium, primary screen (AID 1863) | S. Typhimurium PhoP-regulated promoter GFP reporter, 4 h; higher % means a stronger effect | inhibition, % at 50 µM, or IC50 in µM where a hit was titrated | actives 0.16% (n = 300,000);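 active = inhibition over 29.93%, a cutoff 3 SD above the screen mean, later confirmed by dose response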;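 note: 0% = low Mg2+ inducing control and 100% = high Mg2+ repressing control; strong numbers were not always called active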
RSV antiviral HEp-2 = RSV antiviral activity via CPE protection, HEp-2 cells, primary 10 µM value included (AID 2391) | CPE inhibition, % at 10 µM; hits with a dose series show IC50 in µM | HEp-2 cells, RSV-induced CPE inhibition; higher % means a stronger effect | actives 0.13% (n = 310,000); in the data active = a potency from the dose series; note: strong numbers were not always called active
WT yeast gro inh = growth inhibition of WT yeast, mitochondrial fusion screen; mitochondrial fusion phenotypic screen, WT strain; inhibition, % at 10 µM; actives 2.1% (n = 190,000); AID 1362; in the data active = inhibition above about 58%; tested in S. cerevisiae
b-catenin transl = alters nuclear translocation of beta-catenin in HeLa cells; nuclear translocation activity, % at 5 µM; immunofluorescence imaging; AID 1665; actives 0.3% (n = 190,000);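 active = nuclear translocation activity above 50% at 5 µM, with a well cell count of 50 or more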;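 note: per-cell ratio of nuclear to cytoplasmic median beta-catenin stain intensity; plate controls were DMSO negative control for no effect and GSK-3 inhibitor IX positive control for full effect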
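Test system: HeLa cells, endogenous beta-catenin; Compound: single 5 µM dose plus 0.02–20 µM confirmation series; Times: compound exposure 24 h at 37°C; Signal: fluorescence imaging of beta-catenin antibody stain plus DAPI; Read-out: % activation, nuclear-to-cytoplasmic median beta-catenin signal ratio per cell.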
WT yeast gro inh mutant strain = recorded beside WT yeast gro inh, whose call it bears; inhibition, %; mitochondrial fusion phenotypic screen, mutant strain inhibition
b-catenin transl cell count 5 µM = recorded beside b-catenin transl, whose call it bears; cell count; measured here: cell count, cytotoxicity flag
T cell HTS vesicle-bound % = recorded beside T cell HTS, whose call it bears; double positive events, %; measured here: CD8+ vesicle-bound cell fraction;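 binding gate set so that unloaded-vesicle control wells show 10% double positive cells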
Myeloid diff 2 GFP+ MAC1+ % = also measured in Myeloid diff 2; calls as there; GFP+ MAC1+ double positive, %; measured here: differentiation confirmed by MAC1 staining
The depositor's hits bear a star; i = inactive; . = no result given; + = active, no number.

The line under a structure holds: Myeloid diff 2, PhoP inhibition, T cell HTS, SV40 large T antigen, RSV antiviral HEp-2, T cell HTS vesicle-bound %, WT yeast gro inh, b-catenin transl cell count 5 µM, Myeloid diff 2 GFP+ MAC1+ %, Rac1 GTP hydrolysis, b-catenin transl, WT yeast gro inh mutant strain, West Nile antiviral
[1] CCOc1ccc(S(=O)(=O)NCc2ccc(Cl)cc2)c2cccnc12
 : i, -4%, i, -4%, 2.6%, 25, -4, 585, 0.9, 3%, -2.2, 6, -1.6%
[2] O=C1Cn2c(nc3ccccc32)-c2ccccc2N1
 : i, -6%, i, -5%, -1.8%, 10, 54, 753, 8.5, 1%, 1.5, 9, 0.8%
[3] Cc1ccc(/C=C/C(=O)OCn2nnc3ccccc3c2=O)o1
 : i, 0%, i, 11%, 1.3%, 45, ., 1341, 0.8, 7%, -0.1, ., 0.0%
[4] O=C(c1c[nH]c(C(=O)C(Cl)(Cl)Cl)c1)c1ccccc1Cl
 : i, -13%, i, 10%, 1.6%, 35, 4, 1048, 1.3, 27%, 0.1, -3, 0.0%
[5] CO/N=C/c1cccn1-c1nccc(N(C)C)c1C#N
 : i, 19%, i, 0%, 0.3%, 22, 8, 1153, 0.2, ., -1.7, -5, 0.3%
[6] O=C(NCC1CCCN(Cc2ccc3nonc3c2)C1)c1ccc(F)cc1 (centres undefined)
 : i, -1%, i, 6%, -1.2%, 23, 0, 1027, 0.6, 6%, 1.7, 7, -0.7%
[7] CS(=O)(=O)N(CC(=O)NC1CCCC1)c1ccc(Oc2ccccc2)cc1
 : i, ., i, ., 9.7%, 1, 1, 1009, 0.0, -2%, -1.3, -11, -2.1%
[8] CCCc1cc(-n2ccnc2C)n2c(nc3ccccc32)c1C#N
 : i, ., i, 9%, 0.4%, 26, ., ., 0.5, 15%, ., ., .
[9] CCCCc1ccc(NC(=O)CSCc2cc(=O)[nH][nH]2)cc1
 : i, 1%, i, 27%, -0.7%, 44, -14, 1084, 0.8, 6%, -1.4, -21, 0.1%
[10] Cc1ccc(C(=O)NCCC2=CCCCC2)cc1S(=O)(=O)N1CCOCC1
 : i, -4%, i, 8%, 3.0%, 53, ., ., 0.5, 3%, ., ., .
[11] Cc1cc(Cl)c2oc(C(=O)NCC(C)(C)N3CCOCC3)c(C)c2c1
 : i, 10%, i, 0%, 1.4%, 24, ., ., 1.9, 6%, ., ., 0.5%
[12] O=C(NC1=NCCS1)c1cc(-c2ccc(F)cc2)nc2ccccc12
 : i, -14%, i, 11%, 8.3%, 43, 74, 1152, 0.5, 7%, -0.3, 80, -0.3%
[13] CCN1CCN(C(=O)/C=C/c2ccccc2[N+](=O)[O-])CC1
 : i, 5%, i, -5%, 0.2%, 62, 15, 1531, 0.3, 9%, -0.1, 8, -0.6%
[14] FC(F)(F)c1cnc(NNC(=S)Nc2ccc(Cl)cc2)c(Cl)c1
 : i, -5%, i, 26%, 11%, 40, 76, 1125, 0.5, 9%, 0.7, 77, -1.9%
[15] COc1ccc(S(=O)(=O)NCCC(C)C)cc1C
 : i, -3%, i, 6%, -0.3%, 10, -8, 939, 0.7, 9%, 1.5, 4, -0.8%
[16] COC(=O)c1ccccc1NC(=O)Cn1nnc(-c2ccc(OC)cc2)n1
 : i, -8%, i, 1%, 0.4%, 12, -20, 562, 6.5, 4%, -2.2, -5, -0.5%
[17] CCCCNC(=S)N=Nc1c(O)[nH]c2ccccc12
 : i, 3%, i, 9%, 4.6%, 62, 14, 944, 0.3, 16%, 8.1, 70, -0.1%
[18] CCOc1ccc(S(=O)(=O)NC(C)C(=O)NCc2ccc3c(c2)OCO3)cc1 (centres undefined)
 : i, -2%, i, 2%, -0.6%, 21, ., ., 2.2, 2%, ., ., -0.5%
[19] COc1ccc(-c2noc(-c3ccc(C)cc3)n2)cc1
 : i, 3%, i, 1%, 2.6%, 28, -1, 1248, 0.7, 9%, 1.0, 2, -0.1%
[20] COc1ccc(S(=O)(=O)N2CCCCCC2)cc1NC(=O)c1ccccc1
 : i, -3%, i, 3%, 1.5%, 19, ., ., 1.1, 0%, ., ., -0.4%
[21] CCCOc1ccc(C(=O)c2ccccc2C(=O)O)cc1OCCC
 : i, -3%, i, 10%, 0.5%, 15, ., 1359, 0.6, -35%, 0.2, ., 0.2%
[22] COc1ccc(C(=O)COC(=O)c2ccccn2)cc1OC
 : i, ., i, ., 1.3%, 28, ., ., 2.1, 6%, ., ., .
[23] C=CCn1cnc2c(nnn2-c2ccc(C)c(C)c2)c1=O
 : i, 2%, i, -3%, 3.1%, 34, 4, 1151, 0.7, 13%, -1.1, 18, 0.0%
[24] CCCCC(CC(O)COCCC)C(=O)NN (centres undefined)
 : i, -2%, i, 2%, 0.5%, 37, -12, 1545, 0.1, 1%, -0.3, -8, 0.4%
[25] CCOC(=O)C1=C(c2ccccc2)NC(=O)NC1c1cc(Cl)c(O)c(OC)c1 (centres undefined)
 : i, 4%, i, 10%, 1.0%, 20, 11, ., 0.1, -3%, ., -5, -0.5%
[26] O=C(CC1SC(=Nc2ccc(OC(F)F)cc2)N(CCN2CCOCC2)C1=O)Nc1ccc(F)cc1F (centres undefined)
 : i, -9%, i, 4%, 0.3%, 45, -3, 1037, 0.3, 3%, -1.0, 16, -1.7%
[27] O=C(COC(=O)CCS(=O)(=O)c1ccccc1)Nc1ccccc1
 : i, ., i, ., 1.4%, 34, ., ., 0.6, 1%, ., ., .
[28] Cc1ccc(-c2nc3ccccc3[nH]2)cn1
 : i, 5%, i, -2%, 1.0%, 55, ., ., 0.2, 17%, ., ., -0.3%
[29] c1ccc(Nc2scc(-c3ccccc3)[n+]2Cc2ccco2)cc1
 : i, 5%, i, 17%, 8.8%, 20, 67*, 967, 0.4, -6%, -0.4, 51*, -0.3%
[30] COc1ccc(-c2nc3c(s2)CN(S(C)(=O)=O)CC3)cc1OC
 : i, 9%, i, 1%, 2.1%, 35, ., ., 0.2, ., ., ., 0.7%
[31] Cc1ccc(S(=O)(=O)NC(=O)NC(=O)N(C)S(=O)(=O)c2ccc(C)cc2)cc1
 : i, 5%, i, -4%, 1.3%, 52, 7, 1157, 0.1, 3%, 0.4, 8, -0.1%
[32] CN(C(=O)COC(=O)Cc1c[nH]c2ccccc12)c1c(N)n(Cc2ccccc2)c(=O)[nH]c1=O
 : i, ., i, ., 1.4%, 25, ., ., 1.4, 5%, ., ., .
[33] COc1ccc(N(CC(O)Cn2c3ccccc3c3ccccc32)S(=O)(=O)c2ccccc2)cc1 (centres undefined)
 : i, 6%, i, 7%, 5.5%, 58, 29, 1341, 1.4, 11%, 0.5, -5, -0.5%
[34] CN(Cc1n[nH]c(=S)n1C)S(=O)(=O)c1ccccc1
 : i, -3%, i, 13%, 1.6%, 49, 3, 1377, 5.6, 8%, -0.7, -1, -0.6%
[35] CCn1cnc2sc(C(=O)N3CCN(c4ccc(OC)cc4)CC3)c(C)c2c1=O
 : i, 5%, i, 27%, 1.6%, 19, -4, ., 5.8, 9%, ., -15, -0.3%
[36] Cc1ccc(NC(=O)Cn2cnc3ccccc32)cc1C
 : i, 19%, i, 7%, 0.7%, 60, -7, 1086, 0.3, 1%, 0.5, 11, -0.5%
[37] Cc1cnc(C(=O)OCC(=O)C23CC4CC(CC(C4)C2)C3)cn1
 : +, -5%, i, 7%, 1.6%, 57, ., ., ., 11%, ., ., 0.2%
[38] COc1ccc(NC(=O)c2ccccc2-c2ccccc2C(=O)O)cc1
 : i, 13%, i, 12%, 0.6%, 54, ., ., 0.6, ., ., ., 0.1%
[39] COc1cc2c3c(c1OC)C1(C=CC(=O)C=C1)CC3N(C(=O)CCC(=O)O)CC2 (centres undefined)
 : i, -4%, i, 10%, 1.9%, 49, ., 1260, 0.3, 12%, -0.3, ., 0.6%
[40] O=c1c2ccccc2nc(SCc2cn3ccsc3n2)n1-c1ccccc1F
 : i, 18%, i, 5%, 3.5%, 9, 10, 834, 1.8, 9%, 3.2, 12, 1.6%

Pulled one by one from above (two):
The line under a structure holds: Myeloid diff 2, PhoP inhibition, T cell HTS, SV40 large T antigen, RSV antiviral HEp-2, T cell HTS vesicle-bound %, WT yeast gro inh, b-catenin transl cell count 5 µM, Myeloid diff 2 GFP+ MAC1+ %, Rac1 GTP hydrolysis, b-catenin transl, WT yeast gro inh mutant strain, West Nile antiviral
[33] COc1ccc(N(CC(O)Cn2c3ccccc3c3ccccc32)S(=O)(=O)c2ccccc2)cc1 (centres undefined)
 : i, 6%, i, 7%, 5.5%, 58, 29, 1341, 1.4, 11%, 0.5, -5, -0.5%
[29] c1ccc(Nc2scc(-c3ccccc3)[n+]2Cc2ccco2)cc1
 : i, 5%, i, 17%, 8.8%, 20, 67*, 967, 0.4, -6%, -0.4, 51*, -0.3%

Three entries from above, ordered by molecular weight, smallest number first.
The line under a structure holds: Myeloid diff 2, PhoP inhibition, T cell HTS, SV40 large T antigen, RSV antiviral HEp-2, T cell HTS vesicle-bound %, WT yeast gro inh, b-catenin transl cell count 5 µM, Myeloid diff 2 GFP+ MAC1+ %, Rac1 GTP hydrolysis, b-catenin transl, WT yeast gro inh mutant strain, West Nile antiviral
[37] Cc1cnc(C(=O)OCC(=O)C23CC4CC(CC(C4)C2)C3)cn1
 : +, -5%, i, 7%, 1.6%, 57, ., ., ., 11%, ., ., 0.2%
[27] O=C(COC(=O)CCS(=O)(=O)c1ccccc1)Nc1ccccc1
 : i, ., i, ., 1.4%, 34, ., ., 0.6, 1%, ., ., .
[26] O=C(CC1SC(=Nc2ccc(OC(F)F)cc2)N(CCN2CCOCC2)C1=O)Nc1ccc(F)cc1F (centres undefined)
 : i, -9%, i, 4%, 0.3%, 45, -3, 1037, 0.3, 3%, -1.0, 16, -1.7%

Next results:
The line under a structure holds: Myeloid diff 2, PhoP inhibition, T cell HTS, SV40 large T antigen, RSV antiviral HEp-2, T cell HTS vesicle-bound %, WT yeast gro inh, b-catenin transl cell count 5 µM, Myeloid diff 2 GFP+ MAC1+ %, Rac1 GTP hydrolysis, b-catenin transl, WT yeast gro inh mutant strain, West Nile antiviral
[41] Cc1ccc(/C=N/Nc2ccc(C(=O)O)cc2)o1
 : i, 2%, i, 23%, 0.1%, 33, -4, 1138, 0.3, 12%, 0.2, 7, 0.4%
[42] O=C(c1cccc(S(=O)(=O)N2CCOCC2)c1)N1CCN(c2ccccc2)CC1
 : i, ., i, ., 0.6%, 21, ., ., 0.6, 5%, ., ., .
[43] CC(=O)c1cccc(NC(=O)C2CCN(S(=O)(=O)c3ccc(F)cc3)CC2)c1
 : i, 2%, i, -7%, -0.9%, 51, -2, 971, 0.5, 2%, -5.7, -1, 0.1%
[44] CC(=N/O)/C(=N\O)c1ccc(C)o1
 : i, 13%, i, -5%, 0.8%, 56, 14, 725, 0.7, 5%, -0.4, 4, -0.1%
